# Screening results deposited in PubChem BioAssay by several laboratories.
# MC4R barr agon: human MC4R agonism via beta-arrestin | P32245 | U2OS MC4R beta-arrestin complementation, luminescence; percent of melanotan II response, DMSO zero | activation, % at 8.9 µM | 0.98% of 360,000 active | AID 540308;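 active means activation above a per-plate cutoff, the mean activation of sample wells on that plate plus 3 SD, cut at about 8% in these data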
# Target sequence (P32245 whole entry, looked up): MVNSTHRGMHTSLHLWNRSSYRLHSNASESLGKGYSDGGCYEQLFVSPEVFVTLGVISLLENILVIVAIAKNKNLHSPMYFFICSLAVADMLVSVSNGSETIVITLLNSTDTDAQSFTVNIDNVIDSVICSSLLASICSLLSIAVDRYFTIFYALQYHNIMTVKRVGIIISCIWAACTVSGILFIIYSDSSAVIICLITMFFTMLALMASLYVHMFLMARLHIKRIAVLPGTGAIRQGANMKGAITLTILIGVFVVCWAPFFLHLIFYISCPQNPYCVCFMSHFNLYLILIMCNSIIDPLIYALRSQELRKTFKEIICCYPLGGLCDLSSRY
# MC4R antagonist: antagonists of human melanocortin 4 receptor (MC4R). 0.48% of 360,000 active. inhibition, % at 6.5 µM. MC4R-expressing cells, MTII-stimulated cAMP, LANCE TR-FRET. P32245;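 active means inhibition above its plate's cutoff, the mean of tested wells on that plate plus 3 SD, cut at about 29% in these data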;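 further: 0% = Melanotan II alone and 100% = Melanotan II plus saturating MCL0020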
#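 material = U2OS cells stably expressing human melanocortin 4 receptor (MC4R) | also added = Melanotan II challenge | dosing = single nominal compound dose of 6.5 µM | detection = TR-FRET with Eu-cAMP and labeled anti-cAMP, 671 nm | replication = singlicate | timing = compound 30 min, challenge 1 h, detection 1 h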
# ABHD5 PLIN5 PPI: ABHD5-PLIN5 protein interaction inhibition | 0.78% of 360,000 active | Split G. princeps luciferase complementation, luminescence, 4 h | Q00G26+Q8WTS1 | inhibition, % at 4 µM;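 active means inhibition above the mean inhibition across every tested compound plus 3 SD, cut at about 22% in these data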;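 further: 0% = DMSO only wells and the 100% control is not disclosed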
# HTR2A ag: agonists of mouse serotonin 5-HT2A receptor (HTR2A); P35363; CHO-K1 mHTR2A beta-arrestin complementation, luminescence; percent of 30 µM serotonin response; 0.66% of 360,000 active; activation, % at 7.6 µM;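 active means activation above a run cutoff, the mean activation of all tested compounds plus 3 SD, cut at about 14% in these data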;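 further: 0% = plate median of compound wells and 100% = 30 µM serotonin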
# CaV13 FRET inh: Primary screen for inhibitors of IQ motif and Ca2+-dependent inactivation inhibitor domain binding in CACNA1D, Förster resonance energy transfer in living cells, …. HEK cells, CFP/YFP FRET ICDI-IQ, plate reader, 10 min; percent FRET-ratio fall versus neutral wells. inhibition, % at 12.3 µM. 0.098% of 340,000 active;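 active means mean replicate inhibition of at least 30% and at least 1% of replicates passing that level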;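 further: 0% = median of the neutral control wells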
# PDI inh: blocks human protein disulfide isomerase activity | P07237 | PDI insulin aggregation turbidity, A650, 90 min | inhibition, % at 10 µM | 0.052% of 350,000 active | AID 588391;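 active means mean inhibition across replicates of 30% or more, whatever share of single replicates reach that level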;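 further: absorbance from insulin aggregation driven by PDI reduction with DTT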
# ABCB6 inh MLPCN: human ABCB6 transporter inhibition | Q9NP58 | K562-ABCB6 porphyrin accumulation, flow cytometry, 1 h; stronger effect = lower value | fluorescence ratio to DMSO, % at 10 µM | 0.19% of 360,000 active | AID 602162;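 active means fluorescence ratio to DMSO below 75%, the collection mean minus 3 SD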;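 further: signal is porphyrin accumulated inside mitochondria; 100% equals median channel fluorescence of DMSO control wells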
# Granule exo inh: blocks lytic granule exocytosis | AID 651702 | inhibition, % at 10 µM | 0.66% of 360,000 active | TALL-104 LAMP-1 surface exposure, flow cytometry; cells stimulated with thapsigargin and PMA;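 active means inhibition above about 55%, limit read from the data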
# N-glyco inh: N-linked glycosylation inhibition; 0.23% of 360,000 active; D54 ERlucT glycosylation luciferase reporter, 24 h; percent of 100 nM tunicamycin response; reporter increase, % at 12.5 µM;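 active means mean luciferase reporter signal, scaled so untreated is 0 and the glycosylation-blocking control 100, at or above a set limit in every replicate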;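 further: luciferase carries N-glycosylation sites so blocking glycosylation raises the light; 0% = median of neutral control wells and 100% = median of 100 nM tunicamycin wells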
# Cardio protect: myocardial damage modulation in H9c2 cells; H9c2 cardiomyocytes, H2O2 injury protection, ATPLite, 2 h; protection from H2O2 cell death, % at 20 µM; 0.63% of 360,000 active; AID 588492;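 active means compounds giving at least 50% protection of heart cells from peroxide-induced death in the single-dose screen, raw or plate-pattern-corrected value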;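 further: 0% = DMSO wells with peroxide and 100% = DMSO wells without peroxide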
# The depositor's hits bear a star; . = no result given.
1. CCOc1cc(NC(=S)Nc2cccc(OC)c2)c(OCC)cc1NC(=O)C(C)C
2. Cc1ccc(N(C(C)C(=O)N2CCC(C)CC2)S(C)(=O)=O)cc1C (centres undefined)
3. COc1ccc(-c2nc(SC(C)C(=O)c3c(N)n(C)c(=O)n(C)c3=O)n[nH]2)cc1 (centres undefined)
4. CCCCN(C(=O)CSCC(=O)Nc1cccc(C)c1)c1c(N)n(CCCC)c(=O)[nH]c1=O
5. O=C(CSc1ncnc2c1oc1ccccc12)NCc1ccco1
6. CCN(CC)c1ccc(NC(=O)c2ccc(NC(=O)C3CCCO3)cc2)c(C)c1 (centres undefined)
7. Cc1cc(NC(=O)CSc2ccc3nnc(-c4cccs4)n3n2)no1
8. COC(=O)c1c(NC(=O)CSc2nc3ccccc3c(=O)n2Cc2ccco2)sc(C)c1C
9. COc1cc(OC)c2cc(C(=O)N[C@H](C(=O)N3CCC[C@H]3C(=O)O)C(C)C)n(C)c2c1
10. Cn1c(=O)c2c(nc(-n3ccnc3)n2C)n(C)c1=O

assay / compound,1,2,3,4,5,6,7,8,9,10
MC4R barr agon,-1.9,-1.8,0.2,2.5,-0.8,-1.1,0.6,-1.9,-1.0,0.6
MC4R antagonist,4,-2,3,5,2,5,-6,2,7,20
ABHD5 PLIN5 PPI,-7,-3,4,1,11,4,-10,1,2,5
HTR2A ag,2,-4,-5,-8,6,3,3,8,2,1
CaV13 FRET inh,-5,-9,-6,-6,.,-6,-7,-3,.,.
PDI inh,-3,-2,0,-1,7,8,3,4,.,-5
ABCB6 inh MLPCN,98,101,98,96,95,101,97,90,93,96
Granule exo inh,2,0,1,0,-1,0,-6,-4,-1,-2
N-glyco inh,-1,2,0,3,0,0,5,-2,0,2
Cardio protect,1,-2,10,2,4,-2,15,-9,1,1

# Fetched by structure from the entries so far:
4. CCCCN(C(=O)CSCC(=O)Nc1cccc(C)c1)c1c(N)n(CCCC)c(=O)[nH]c1=O
10. Cn1c(=O)c2c(nc(-n3ccnc3)n2C)n(C)c1=O
2. Cc1ccc(N(C(C)C(=O)N2CCC(C)CC2)S(C)(=O)=O)cc1C (centres undefined)
6. CCN(CC)c1ccc(NC(=O)c2ccc(NC(=O)C3CCCO3)cc2)c(C)c1 (centres undefined)

assay / compound,4,10,2,6
MC4R barr agon,2.5,0.6,-1.8,-1.1
MC4R antagonist,5,20,-2,5
ABHD5 PLIN5 PPI,1,5,-3,4
HTR2A ag,-8,1,-4,3
CaV13 FRET inh,-6,.,-9,-6
PDI inh,-1,-5,-2,8
ABCB6 inh MLPCN,96,96,101,101
Granule exo inh,0,-2,0,0
N-glyco inh,3,2,2,0
Cardio protect,2,1,-2,-2

# Additional structures:
11. Cc1cc(Cl)c(S(=O)(=O)N2CCCC2)cc1OCC(=O)NC1CCCCC1
12. CCCC(=O)C1=C(O)C(C(=O)OC)C(C)(C)CC1=NCc1ccccc1 (centres undefined)
13. CC1CC(=O)N(CC(=O)NC2CCCCC2)c2ccccc2S1 (centres undefined)
14. Cc1ccc(-c2n[nH]c(=O)c3ccccc23)cc1S(N)(=O)=O
15. CCOC(=O)C(c1nc2ccccc2[nH]1)n1c(-c2ccccn2)nc2ccccc21 (centres undefined)
16. O=C(NCc1cccnc1)c1cc(S(=O)(=O)N2CCOCC2)c(Cl)cc1Cl
17. CN(C(=O)CN1C(=O)c2cccc(N)c2C1=O)C1CCCCC1
18. C[C@H](OC(=O)c1[nH]cnc1C(=O)N1CCN(C(=O)OC(C)(C)C)CC1)c1ccccc1
19. NC(=O)C1CCCN(C(=O)CCc2nnc(C3(c4ccc(Cl)cc4)CCC3)o2)C1 (centres undefined)
20. COc1cc(NC(=O)OCc2ccccc2)c2ncccc2c1

assay / compound,11,12,13,14,15,16,17,18,19,20
MC4R barr agon,-0.8,0.3,-0.5,-1.4,.,-2.2,-1.3,-2.2,-4.0,3.2
MC4R antagonist,2,19,11,16,.,3,8,4,-6,8
ABHD5 PLIN5 PPI,1,6,-9,0,5,-2,4,-13,1,7
HTR2A ag,5,4,2,-1,-2,-1,5,-3,2,0
CaV13 FRET inh,-4,-10,-3,-5,-4,-6,-100,-5,-9,-6
PDI inh,-9,-2,-7,8,.,1,-3,5,10,3
ABCB6 inh MLPCN,87,94,98,97,94,97,98,93,101,96
Granule exo inh,-1,-4,-2,6,-2,10,-2,17,2,-4
N-glyco inh,-7,-1,0,0,0,0,1,-1,.,-2
Cardio protect,6,8,4,57*,-3,2,1,-3,1,8

21. CCOC(=O)C1=C(C)NC(=O)NC1c1ccc(Cl)cc1Cl (centres undefined)
22. CCN1CCN(CC(O)COC(c2ccccc2)c2ccccc2)CC1 (centres undefined)
23. Cc1ccc2oc(-c3ccccc3C(=O)O)cc(=O)c2c1
24. COc1ccccc1C1SCCN1C(=O)c1ccc([N+](=O)[O-])cc1 (centres undefined)
25. CS(=O)(=O)N(CC(=O)Nc1ccc(CC#N)cc1)c1ccc(C23CC4CC(CC(C4)C2)C3)cc1
26. Cc1ccc(C)c(CSc2nnc(C)c(=O)[nH]2)c1

assay / compound,21,22,23,24,25,26
MC4R barr agon,0.9,-3.0,-3.4,0.7,0.4,0.3
MC4R antagonist,14,12,7,14,24,1
ABHD5 PLIN5 PPI,-2,0,3,1,-3,1
HTR2A ag,-2,-1,-4,0,0,1
CaV13 FRET inh,.,-5,.,-18,-8,-3
PDI inh,4,1,0,8,-1,-2
ABCB6 inh MLPCN,103,98,90,102,99,91
Granule exo inh,-1,12,-1,15,0,0
N-glyco inh,-2,0,2,-1,-5,-1
Cardio protect,5,2,10,-3,-18,-4

# Exported with each value named: three of the compounds above
4) CCCCN(C(=O)CSCC(=O)Nc1cccc(C)c1)c1c(N)n(CCCC)c(=O)[nH]c1=O
  MC4R barr agon = 2.5; MC4R antagonist = 5; ABHD5 PLIN5 PPI = 1; HTR2A ag = -8; CaV13 FRET inh = -6; PDI inh = -1; ABCB6 inh MLPCN = 96; Granule exo inh = 0; N-glyco inh = 3; Cardio protect = 2

5) O=C(CSc1ncnc2c1oc1ccccc12)NCc1ccco1
  MC4R barr agon = -0.8; MC4R antagonist = 2; ABHD5 PLIN5 PPI = 11; HTR2A ag = 6; CaV13 FRET inh = .; PDI inh = 7; ABCB6 inh MLPCN = 95; Granule exo inh = -1; N-glyco inh = 0; Cardio protect = 4

6) CCN(CC)c1ccc(NC(=O)c2ccc(NC(=O)C3CCCO3)cc2)c(C)c1 (centres undefined)
  MC4R barr agon = -1.1; MC4R antagonist = 5; ABHD5 PLIN5 PPI = 4; HTR2A ag = 3; CaV13 FRET inh = -6; PDI inh = 8; ABCB6 inh MLPCN = 101; Granule exo inh = 0; N-glyco inh = 0; Cardio protect = -2
